Screens from PubChem BioAssay.
AMA1-RON2 inh – disrupts binding of P. falciparum AMA1 to RON2. AlphaScreen AMA1-biotinylated RON2 peptide binding. 360,000 tested, 0.2% active. Potency, µM (series often up to 58.2 µM), inactives show at the top dose activity change, negative = inhibition, most hits filed as inhibitors; active means well fitted inhibition curve with a large enough effect; inconclusive means small, poorly fitted or top-dose-only effect; inactive means no such curve, though single readings can be large or run the other way;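 further: potency means the concentration at half of the fitted maximal effect; 0% = vehicle wells and -100% = peptide control; nearly all actives have a fitted effect of over 45% in size; some results filed as inactive show a strong effect at the top dose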
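AMA1 (3D7) with his tag at 25 nM final met compounds first, then biotinylated RON2 peptide at 25 nM; detection used donor plus acceptor beads, 10 µg/mL apiece, read by AlphaScreen after 30 min at room temperature.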
HCMV antiviral – inhibitors of human cytomegalovirus; HFF cells, HCMV-luciferase reporter, 72 h; hits give low values; activity change, negative = inhibition, % at 57.5 µM; 410,000 tested, 4.5% active; AID 1259415; in the data active means activity change below about -60%; inconclusive means no clear call, values can overlap the other calls; inactive means above about -39%
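Steps: HFFs plated, 16 h 37C; compounds added; HCMV-luciferase added to MOI 1 PFU/cell; 72 h 37C; OneGlo reagent, 5 min room temperature; luminescence read, normalized to controls.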
* hit, by the source's call; ? = inconclusive; [ ] = another dose, or the depositor's remark. Unless noted, on the % scale 0 is the no-effect control and ±100 the full control effect. Some of the compounds tested; rates above refer to the full screens.

SMILES | AMA1-RON2 inh | HCMV antiviral
CCCC(C)(C)C(=O)N1CCC1(C)C(=O)NS(=O)(=O)c1ccc(Br)cc1 (centres undefined) | 1% | 1
COc1ccc(N2CCN(CCCn3cnc4c(SC)ncnc43)CC2)cc1 | 20% | -9
CC(C)CN(C(=O)CN(C)C(=O)Cc1c(F)cccc1Cl)c1c(N)n(CC(C)C)c(=O)[nH]c1=O | -18% | -14
O=C(COC(=O)CSc1ccc(F)cc1)NC1CC1 | 19% | -27
COCCNC(=O)c1ccc2c(c1)S(=O)(=O)c1ccccc1C2=O | 4% | 1
Cc1cc(Nc2ccccc2)cc(=O)n1C | 0% | 18
O=c1cc(-c2ccco2)oc2ccccc12 | -6% | -5
CC[C@H]1c2ccccc2[C@@H]2CC[C@H]1N2c1ccccc1 | -9% | -4
O=C1NC(=S)NC1=Cc1ccc(O)cc1 | 22% | -21
CC(C)(C)c1ccccc1NC(=O)Nc1nc(C(N)Cc2ccc(F)cc2)cs1 (centres undefined) | 73%[activator] | 50

One compound at a time, as listed above.
COCCNC(=O)c1ccc2c(c1)S(=O)(=O)c1ccccc1C2=O is listed as AMA1-RON2 inh: 4%; HCMV antiviral: 1
CCCC(C)(C)C(=O)N1CCC1(C)C(=O)NS(=O)(=O)c1ccc(Br)cc1 (centres undefined) is listed as AMA1-RON2 inh: 1%; HCMV antiviral: 1
O=c1cc(-c2ccco2)oc2ccccc12 is listed as AMA1-RON2 inh: -6%; HCMV antiviral: -5

Next part:
SMILES | AMA1-RON2 inh | HCMV antiviral
Cc1cc(C(O)c2ncc(-c3ccc(Cl)cc3)[nH]2)ccc1F (centres undefined) | -10% | 14
C=CCNc1nc(-c2ccc3c(c2)OCCO3)cs1 | -10% | 140
CCCS(=O)(=O)NC(=O)C1(C)CCN(C(=O)Cc2ccc(F)cc2)C1 (centres undefined) | 1% | 11
CCOC(=O)C1=C[C@@H](C(C)(C)C)N(S(=O)(=O)c2ccc(OC)cc2)[C@H]1c1ccccc1 | 8% | -34
CC1(C(=O)NCCC#N)CCN1C(=O)C1(c2ccccc2)CCCC1 (centres undefined) | 7% | -11
CC(C)=N/N=C1/NC(=O)C(c2ccccc2)S1 (centres undefined) | 10% | ?
O=C(CSc1nnc2ccccn12)Nc1ccccc1[N+](=O)[O-] | -7% | -2
CC1(C(=O)NS(=O)(=O)c2cccc(OC(F)F)c2)CCN1C(=O)c1ccco1 (centres undefined) | 6% | -16
CN(C)c1nc2c(c(=O)n(C)c(=O)n2C)n1CC(=O)c1cccs1 | -9% | -14
O=C(Nc1ccn(CCCNCc2ccccc2)c(=O)n1)OCc1ccccc1 | 2% | -14
CCc1noc(C)c1C(=O)Nc1sc(C(=O)N(C)C)c(C)c1C#N | -7% | 1
COc1ccc(C(C)C)cc1-c1cncc(NC(C)=O)n1 | 6% | -29
O=C1c2ccccc2C(c2nnnn2-c2ccc3c(c2)OCCO3)N1CCCN1CCOCC1 (centres undefined) | 3% | -2
O=C(Nc1ccncc1)c1cc(-c2ccccc2)nc2ccccc12 | 12% | -2
Cc1nc(C)c(C(=O)NN=Cc2ccc(N(CCCl)CCCl)cc2)s1 | 5% | -28
Cc1c(C(=O)NCc2ccc(Cl)c(Cl)c2)sc(=O)n1Cc1ccc(C(=O)N(C)C)cc1 | -8% | -69*
COc1cc(Cc2nc3ccccc3n2C(C)c2nc3ccccc3[nH]2)cc(OC)c1 (centres undefined) | 7% | -8
CCOC(=O)[C@]12CCCC=C1N(Cc1cccc3ccccc13)C(=O)[C@H](CC(=O)NCCCN1CCCC1=O)C2 | -5% | -8
CC(C)CC1C(=O)N(Cc2cn(CC3CCCCC3)nn2)CCS(=O)(=O)N1Cc1ccc(-c2cccc(CO)c2)cc1 (centres undefined) | -1% | -4
CC1(C(=O)N2CCCCC2)CCN1C(=O)C1(c2ccccc2)CC1 (centres undefined) | -8% | -14
CCCC[C@@H]1Cc2[nH][nH]c(=O)c2[C@@H](c2ccc(Cl)cc2)O1 | 101%[activator] | -9
Cc1cc(C)n2c(NCc3ccccc3)c(CC(C)C)nc2n1 | 8% | 12
COc1ccc(NC(=O)c2cc(-c3cc(F)ccc3OC)n[nH]2)cc1OC | -17% | -21
Cc1ccc(OCc2occc2C(=O)O)cc1 | -2% | 5
CS(=O)(=O)c1ccc(C2=C(CNC(=O)c3cccs3)[C@H]3CC[C@@H](C2)N3Cc2ccccc2)cc1 | 1% | 14
CC1(C(=O)NC2CCCCC2)CCC(=O)N1CC(F)(F)F (centres undefined) | 6% | -19
O=C(C=Cc1ccccc1)Nc1ccccc1 | 1% | 94
N#Cc1ccc(C(=O)N2CCC3CC2c2cc(-c4ccc(F)cc4)ccc23)cc1 (centres undefined) | -7% | 10
COCCNC(=O)C1(C)CCN(C(=O)c2ccc3sccc3c2)C1 (centres undefined) | 11% | -33
C[C@@H](NC(=O)c1ncn2c1C(=O)NC[C@@H]2C)c1ccccc1 | 44%[activator] | ?
CCOC(=O)/C=C1/SCC(=O)N1CC(=O)Nc1ccc2c(c1)CCC2 | -8% | -10
O=[N+]([O-])c1ccc(NN=C2CCCCC2)c([N+](=O)[O-])c1 | -20% | -33
CCCNC(=O)C1(C)CCN(C(=O)c2ccc(F)cc2Cl)C1 (centres undefined) | -4% | -30
Cc1cc(Nc2ccc(F)cc2)c2ccccc2n1 | -26% | -11
O=C(NC1CCCCC1)C(C1CC1)N1CCc2ccccc2C1 (centres undefined) | 11% | 5
CN(C)CCNC(=O)c1ccc(Cl)c2cc3ccccc3nc12 | -14% | -99*
O=C(Nc1ccc(F)cc1)C(c1ccccc1OC(F)(F)F)N1CCN(C(=O)c2ccco2)CC1 (centres undefined) | -17% | 29
O=C(NC1CCS(=O)(=O)C1)c1cc2c(=O)n3ccccc3nc2n1Cc1ccccc1 (centres undefined) | -9% | -30
c1cncc(C2SCCCS2)c1 | -8% | 29
CCOC(=O)[C@]12Cc3cc(C)ccc3[C@H]1N(C)C(=O)c1ccccc12 | 3% | 34
CC(=O)Nc1n[nH]c(=S)s1 | 27% | -30
CC(C)(C)C(=O)c1c(N)[nH]c(C(=O)c2ccccc2)c1-c1c(F)cccc1F | 49%[activator] | 11
Cc1oc(-c2cccs2)cc1C(=O)N1CCCC(C)(C(=O)O)C1 (centres undefined) | 2% | 39
C[C@@H]1CCCCO[C@H](CN(C)S(=O)(=O)c2ccccc2)[C@@H](C)CN([C@H](C)CO)C(=O)c2cc(NC(=O)Cc3ccccc3)ccc2O1 | -7% | -9
Cc1nnc(SCCCOc2ccccc2)nc1C | -7% | -18
O=C1OC(c2ccccc2)(c2ccccc2)c2ccccc21 | 21% | -24
C/C=C/c1cc(OC)c2c(c1)[C@H](C)[C@@H](c1ccc(O)c(OC)c1)O2 | -15% | 1
COC(=O)C1=C(COc2ccccc2)NC(=O)NC1c1ccc(Cl)cc1 (centres undefined) | 1% | -15
c1ccc2c(c1)nc1n2CCC1 | -6% | 36
Cc1ccccc1OCC(=O)OCC(=O)NC12CC3CC(CC(C3)C1)C2 | 14% | -34
(listing goes on)
SMILES | AMA1-RON2 inh | HCMV antiviral
O=C(c1cccc(Cl)c1)N1CCC(=O)N(C(CO)Cc2ccccc2)CC1 (centres undefined) | -4% | -24
OCCCNc1ncnc2c1ncn2[C@H]1CN(Cc2ccc(Cl)cc2)C[C@@H](CO)O1 | 3% | 6
O=S(=O)(NC(CO)Cc1ccccc1)c1cc(Cl)ccc1F (centres undefined) | -1% | 11
NC(c1csc(Nc2cc(NCCCO)ncn2)n1)c1ccccc1Cl (centres undefined) | -11% | -25
COc1cc(N)c2ncccc2c1OC | 60%[activator] | -8
CCOC(=O)Nc1ccc2c(COC(=O)CN(C)S(=O)(=O)c3ccc(C)cc3)cc(=O)oc2c1 | 5% | -18
CCCCCCn1c(=O)n2n(c1=O)[C@@H]1CN(S(=O)(=O)c3ccc(C)cc3)C[C@]1(O)[C@@H](OC(=O)Nc1cccs1)C2 | -5% | 44
Nc1ccc(S(=O)(=O)Nc2nccc(/C=C/c3cccc([N+](=O)[O-])c3)n2)cc1 | -4% | -29
CC1(C(=O)Nc2ccc3c(c2)OCCO3)CCC(=O)N1C1CC1 (centres undefined) | 5% | -100*
C[C@@H]1CN([C@@H](C)CO)S(=O)(=O)c2ccc(Br)cc2O[C@H]1CN(C)C(=O)CN(C)C | -16% | -10
CCOC(=O)CNC(=O)N1Cc2cc(N3CCCCC3)ccc2-n2nncc2C1 | 3% | -62*
C[C@@H]1O[C@H](C2CC2)Cc2[nH]c(=S)[nH]c(=O)c21 | 46%[activator] | 11
Cc1cccc(C)c1-n1nnnc1C(c1cccs1)N1CCN(C/C=C/c2ccccc2)CC1 (centres undefined) | ? | -13
CCOC(=O)C1=C[C@@H](C(C)(C)C)N(S(=O)(=O)c2ccc(C)cc2)[C@H]1c1ccc(C#N)cc1 | 0% | ?
Cn1c(=O)c2[nH]c(CCC3CCCC3)nc2n(C)c1=O | -4% | 38
CCC(c1nnnn1Cc1ccccc1)N1CCC2(CC1)C(=O)NCN2c1ccccc1 (centres undefined) | -1% | -21
O=c1cc(CN2CCCCCCC2)c2c(ccc3ccccc32)o1 | -10% | 0
Cc1ccc(-c2csc(NCCc3nc4cc(Cl)c(Cl)cc4n3CCOCCO)n2)cc1 | 16% | 3
Cn1cnc(S(=O)(=O)N2CCCCC2c2cc(C(=O)Nc3ccccc3Cl)no2)c1 (centres undefined) | 6% | -15
CCN(c1ccccc1)S(=O)(=O)c1cc(C(=O)NCC(c2ccc(OC)cc2)N(C)C)ccc1C (centres undefined) | 0% | -13
COCCn1c(-c2ccccc2)cc(C(=O)O)c1C | -5% | 13
CCCCN(C=O)c1c(CC)nc2c(OCc3cccc(Cl)c3)cccn12 | -17% | -10
N#Cc1ccc(-c2nc3c4ccccc4ccn3c2Cc2ccsc2)cc1 | 4% | 81
N#CC1(Nc2ccc(S(N)(=O)=O)cc2)CCCC1 | -7% | 14
O=c1[nH]nc(SC2CCCCC2)c(=O)[nH]1 | -8% | -10
CC(C)CC1C(=O)N(Cc2cn(CCC3OCCO3)nn2)CCS(=O)(=O)N1Cc1ccc(-c2ccccc2)cc1 (centres undefined) | -10% | -19
CCc1nc2ccc(C(=O)NCCOc3ccc(OC)cc3)cn2c1N(CC)CCOC | 7% | 13
COc1ccc(OC(C)C(=O)NC2CCCCCC2)cc1 (centres undefined) | 17% | 32
COc1cccc(CNc2nc3cc(-c4ccc(F)cc4)sc3c(=O)n2C)c1 | -3% | -13
CC(=O)Nc1cccc(-c2ccnc3c2CC(C)(C(=O)NCc2ccncc2)O3)c1 (centres undefined) | 17% | 45
Cc1nc(-c2ccccc2)nn1-c1ccc([N+](=O)[O-])cc1 | -8% | -11
Cc1c(C(c2cc(O)ccc2O)c2c(C)n(C)n(-c3ccccc3)c2=O)c(=O)n(-c2ccccc2)n1C | 42%[activator] | 0
COc1ccccc1CC(=O)N1CCN(c2ccc(F)cc2)CC1 | 0% | -18
CCN1C(=O)CC(=O)N(CC)C1=S | -3% | 10
Cc1cccc(N2CCN(C(C(=O)NCc3ccccc3)c3ccco3)CC2)c1C (centres undefined) | -17% | 9
O=C(Nc1ccccc1Sc1ccccc1)c1ccccc1F | 36%[activator] | -4
CCC(C)CN1C(=O)CN(S(C)(=O)=O)CC1(C)C(=O)NC(C)C (centres undefined) | -1% | -2
Cc1cc(C)c(S(=O)(=O)Oc2ccccc2[N+](=O)[O-])c(C)c1 | -1% | ?
Cc1c(C(=O)N2CCC(C)(C(=O)NS(=O)(=O)C3CC3)C2)oc2ccccc12 (centres undefined) | 3% | 9
CCOC(=O)[C@]12CCC=C1N(Cc1ccc(Cl)cc1Cl)C(=O)[C@H](CC(=O)NCc1ccc(C)o1)C2 | -12% | 7

Reformatted: entries from further up
Values in the order – AMA1-RON2 inh	HCMV antiviral
Cc1c(C(c2cc(O)ccc2O)c2c(C)n(C)n(-c3ccccc3)c2=O)c(=O)n(-c2ccccc2)n1C
    42%[activator]	0
COc1ccccc1CC(=O)N1CCN(c2ccc(F)cc2)CC1
    0%	-18
CCN1C(=O)CC(=O)N(CC)C1=S
    -3%	10
Cc1cccc(N2CCN(C(C(=O)NCc3ccccc3)c3ccco3)CC2)c1C (centres undefined)
    -17%	9

The results go on:
SMILES | AMA1-RON2 inh | HCMV antiviral
CC(C)(C)C1CCN2CCC[C@](c3ccccc3)(C1)[C@@]21CO1 (some centres undefined) | 17% | 23
CCOC(=O)Cc1ccc(Nc2nc(NCCOC)nc3ccsc23)cc1 | -10% | -16
CN(C)C(=S)N=c1ssc(=S)n1Cc1ccccc1 | ? | -6
O=C(CCN1CCCCC1)N1CCc2c([nH]c3ccccc23)C1c1cccnc1 (centres undefined) | 3% | 18
Cc1cccc(-n2cnc3cc(C(=O)NCCN4CCOCC4)ccc32)c1 | 11% | -10
CCC1(CC)C(=O)NC(=O)NC1=S | 1% | -20
COc1ccccc1C1=CC(=O)CCC1 | 10% | -24
O=C(Cc1ccc(S(=O)(=O)N2CCOCC2)s1)N1CCN(S(=O)(=O)c2ccccc2[N+](=O)[O-])CC1 | -9% | -12

Three compounds out of the list, arranged by number of heavy atoms, lowest first:
SMILES | AMA1-RON2 inh | HCMV antiviral
O=C1NC(=S)NC1=Cc1ccc(O)cc1 | 22% | -21
COCCn1c(-c2ccccc2)cc(C(=O)O)c1C | -5% | 13
CCCC[C@@H]1Cc2[nH][nH]c(=O)c2[C@@H](c2ccc(Cl)cc2)O1 | 101%[activator] | -9
